From PubChem BioAssay
ATXN2 expr inh: Primary qHTS for Inhibitors of ATXN expression; Potency, µM (top dose mostly 57 µM), for the others: top-dose activity change, negative = inhibition, usual class: inhibitors; 360,000 tested, 0.72% active; HEK-293 ATXN2-luciferase reporter, luminescence, 24 h; note: potency is the fitted concentration of half-maximal effect; % is set by controls: 0 for no effect and ±100 for the full control effect; nearly all actives have a fitted effect of over 55% in size
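qHTS (up to 57 uM final) was run with 24 h compound exposure of reporter cells at 37 °C. Each well was multiplexed: SteadyGlo luminescence measured ATXN2-luciferase expression after a fluorogenic Gly-Phe-AFC viability readout (25 uM final).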
SW480 rereplic: A quantitative high throughput screen for small molecules that induce DNA re-replication in SW480 colon adenocarcinoma cells | 340,000 tested, 1.8% active | Potency, µM (top dose mostly 46.1 µM), without a hit: at the highest dose re-replication activation, actives largely listed as activators | SW480 DNA re-replication, Hoechst DNA content imaging, 48 h; note: potency is the fitted concentration of half-maximal effect; % of control where 0% means no effect; nearly all actives have a fitted effect of over 55% in size
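250 cells/well; 23 nL cpd via pin tool; 48 hr, 37 C, 5% CO2; Hoechst 40 min; imager read of total nuclear intensity, ex 405/em 500-530 nm.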
HT1080 IDH1KD tx: qHTS for induction of synthetic lethality in tumor cells producing 2HG: qHTS for the HT-1080-IDH1KD cell line; HT-1080 IDH1 knockdown viability, ATP luminescence, 48 h; Potency, µM (series often up to 46.1 µM), without a hit: at the top dose activity, negative = toxicity, actives largely listed as cytotoxic; 360,000 tested, 2% active; AID 686971, 2013;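 note: potency is the fitted concentration of half-maximal effect; 0% = DMSO wells and -100% = cell-free medium wells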
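% activity derives from luminescence (CellTiter-Glo), normalised to DMSO and no-cell wells. HT-1080-IDH1KD cells, 750/well, had 48 h compound exposure at 37 °C.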
MCF10A rereplic: A quantitative high throughput screen for small molecules that induce DNA re-replication in MCF 10a normal breast cells | MCF 10A DNA re-replication, Hoechst nuclear intensity, 48 h | Potency, µM (titrated, usually from 46.1 µM), for the others: at the top dose activity, positive = re-replication, usual class: activators | 350,000 tested, 2.9% active; note: potency is the fitted concentration of half-maximal effect; % of control where 0% means no effect; nearly all actives have a fitted effect of over 50% in size
KB-3-1 tox: qHTS assay for MDR1-selective chemotherapeutics: Primary screen using the parental adenocarcinoma cell KB-3-1; 400,000 tested, 1.4% active; Potency, µM (series often up to 46.1 µM), for the others: at the top dose activity change, negative = cytotoxic, actives largely listed as cytotoxic; KB-3-1 viability, CellTiter-Glo ATP luminescence, 72 h; note: potency is the fitted concentration of half-maximal effect; % is set by controls: 0 for no effect and ±100 for the full control effect; nearly all actives have a fitted effect of over 60% in size
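Cells are dispensed, compounds pinned in, plates held at 37 °C for 72 h, then CellTiter-Glo is added and luminescence read after 10 minutes. Cell line: parental KB-3-1 in phenol-red-free DMEM, 10% FBS.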
HT1080NT lethal: qHTS for induction of synthetic lethality in tumor cells producing 2HG: qHTS for the HT-1080-NT fibrosarcoma cell line; HT-1080-NT fibrosarcoma viability, CellTiter-Glo ATP luminescence, 48 h; Potency, µM (series often up to 46.1 µM), without a hit: at the top dose activity, negative = less viability, most hits filed as cytotoxic; 360,000 tested, 1.6% active;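 note: NT is the 2HG producing partner of a matched IDH1 knockdown line; potency is the fitted concentration of half-maximal effect; 0% = DMSO-treated cells and -100% = media-only wells without cells; nearly all actives have a fitted effect of over 55% in size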
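Fibrosarcoma NT cells, 750 per well in 5% FBS RPMI, were exposed to compound for 48 hours. Viability: CellTiter-Glo luminescence.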
IL1B secr inh: qHTS for Inhibitors of Inflammasome Signaling: IL-1-beta AlphaLISA Primary Screen; THP-1 LPS/ATP IL-1B secretion, AlphaLISA, 16 h; hits give low values; activity change, % at 57.5 µM; 360,000 tested, 4.7% active; AID 743279, 2014; in the data active = activity change below about -50%; inconclusive = mostly about -30% to -49%; note: % is set by controls: 0 for no effect and ±100 for the full control effect
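Secreted IL-1B measured by AlphaLISA bead assay after 16 h compound exposure of THP-1 cells; compounds (final up to 57.5 uM) added 1 h before LPS (250 ng/mL) and ATP (1.25 mM) stimulation; lower signal means less secretion.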
HepG2 viability: qHTS for Inhibitors of TGF-b: Cytotox Counterscreen; 410,000 tested, 0.76% active; Potency, µM (titrated, usually from 46.1 µM), for the others: at the top dose activity change, negative = cytotoxicity, actives largely listed as cytotoxic; AID 588856, 2011; HepG2 CAGA-GFP viability, ATP luminescence, 18 h; note: potency is the fitted concentration of half-maximal effect; some results filed as inactive show a strong effect at the top dose
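HepG2 CAGA-GFP cells (1000/well, DMEM with 1% FBS) received compound, then TGF-beta at 500 pg/mL final, and were incubated 18 hours at 37 degrees C. Viability was read by CellTiter-Glo luminescence. Media-only wells were set as complete cell-killing and DMSO as no toxicity.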
ATXN viability: Viability Counterscreen for Primary qHTS for Inhibitors of ATXN expression; Potency, µM (series often up to 56.7 µM), most hits filed as cytotoxic; S2 cells (HEK-293 line with an ATXN2-luciferase reporter) viability, CellTiter-Fluor protease fluorescence, 24 h; 400,000 tested, 0.49% active; note: potency is the fitted concentration of half-maximal effect; nearly all actives have a fitted effect of over 40% in size
* = called active by the depositor; i = inactive; ? = inconclusive; · = no result given; & = joins results of further samples; [ ] = another dose, or the depositor's remark. Unless noted, calls come from the whole dose curve; as a rule, active = well fitted curve in the direction sought with a large enough effect; inconclusive = small, poorly fitted or top-dose-only effect, or another doubt; inactive = no such curve, though single readings can be large; an effect the other way counts as inactive or inconclusive.

SMILES	ATXN2 expr inh	SW480 rereplic	HT1080 IDH1KD tx	MCF10A rereplic	KB-3-1 tox	HT1080NT lethal	IL1B secr inh	HepG2 viability	ATXN viability
COc1ccc(C(=O)C2CCCN(Cc3ccon3)C2)c(OC)c1 (stereo not given)	-15%	-1%	8%	2%	-3%	7%	13	1%	i
O=C(CN1CCCCC1)c1ccccc1F	-24%	-1%	5%	-29%	14%	-7%	-5	-15%	i
COc1ccccc1-n1c(O)c(/C=C2\C=Nc3ccccc32)c(=O)[nH]c1=O	10%	0%	-6%	0%	2%	-7%	0	-36%	i
COc1ccccc1CNC(=O)C(Cc1ccccc1)NS(=O)(=O)c1ccc2c(c1)oc(=O)n2C (stereo not given)	-4%	·	·	·	0%	·	·	-43%	i
O=c1[nH]c(O)c(N=Nc2cccc(S(=O)(=O)N3CCOCC3)c2)c(=O)[nH]1	·	-7%	6%	2%	-1%	6%	10	16%	?
COC(=O)C1=C(c2ccc(OC)c(OC)c2)C[C@@H]2CC[C@H]1N2C(=O)NC1Cc2ccccc2C1	10%	-2%	4%	-9%	0%	11%	8	-4%	?
O=C(Nc1ccc(Cl)c(C(F)(F)F)c1)NC1CC2CCCC(C1)N2Cc1ccccc1 (stereo not given)	?	?	?	?	?	18µM*	-106*	-115%	?
COC(=O)C1=C(c2ccc(F)cc2F)C[C@@H]2CC[C@H]1N2C(=O)N1CCCCC1	6%	-1%	6%	?	-1%	22%	17	7%	i
O=C(CCN1CCN(c2ccccc2)CC1)c1ccc(Br)cc1	·	141%	1%	?	4%	5%	-17	-98%	·
CN(C)CC1CCCCC1OC(=O)c1ccc(Cl)c(Cl)c1 (stereo not given)	·	-3%	-6%	0%	4%	-8%	-8	-19%	i
CCOC(=O)CC1CCCCN1Cc1cn(C)nc1-c1ccc2c(c1)OCCO2 (stereo not given)	-9%	-119%[inhibitor]	15%	33%	9%	0%	26	-7%	i
COC(=O)[C@@]1(C)CC[C@]2(C)CC[C@@]3(C)C(=CC(=O)C4[C@@]5(C)CC[C@H](O)C(C)(C)[C@@H]5CC[C@]43C)[C@H]2C1 (stereo not given in full)	34%[activator]	-72%[inhibitor]	6%	2%	26%	12%	6	-7%	i
COc1ccc(-n2nnnc2C(c2cccs2)N2CCC(n3c(=O)[nH]c4ccccc43)CC2)cc1 (stereo not given)	?	·	?	·	?	?	-25	-3%	?
O=C(CCc1nnc2ccc(NCc3ccccc3)nn12)N1CCC2(CC1)OCCO2	8%	-1%	12%	9%	-3%	12%	11	7%	i
COc1cc(N2CCOCC2)ccc1/C=C1\C(=O)NC(=O)N(Cc2ccc3c(c2)OCO3)C1=O	-2%	-3%	2%	2%	12%	6%	-14	-18%	i
O=C(c1ccc(Cl)cc1)C1CCCN(Cc2ccc3nonc3c2)C1 (stereo not given)	·	9%	-16%	?	0%	-3%	13	-31%	i
CN(C)C(=O)Oc1ccc(NC(=O)N2CCOCC2)cc1	-8%	-17%	-1%	11%	7%	-1%	2	-30%	?
NCCc1c(Cc2ccccc2)[nH]c2ccccc12	-17%	-3%	-12%	?	0%	-4%	-26	-29%	i
CC1CCCN(CC(=O)c2ccc(Cl)c(Cl)c2)C1 (stereo not given)	-11%	9%	15%	17%	1%	12%	35	-58%	i
COc1ccc(-c2nn(CCC#N)cc2C(=O)Nc2ccccc2Br)cc1[N+](=O)[O-]	-8%	?	-18%	-12%	-3%	?	-18	7%	i
CCOc1cc2c(cc1OCC)-n1cccc1C(c1ccc(OC)cc1)NC2 (stereo not given)	-13%	?	-6%	?	-3%	-18%	-63*	-14%	i
CC1(C)CC2CC(C)(CN2c2ncnc3ccccc23)C1 (stereo not given)	?	?	?	22%	-10%	?	-82*	-38%	?
CCOCC1(CCc2ccccc2)C(=O)NC(=S)NC1=O	-18%	-3%	-3%	2%	-5%	-1%	0	-3%	i
COc1cc(/C=C2\C[C@H]3[C@@H]4CC=C5C[C@@H](N6CCCC6)CC[C@]5(C)[C@H]4CC[C@]3(C)[C@H]2O)cc(OC)c1OC	-16%	20%	-22%	?	29%	-11%	-10	-35%	?
CC1CCC(NCCc2ccc3c(c2)OCO3)CC1 (stereo not given)	-22%	41%	-9%	?	-8%	4%	-5	8%	i

Brought forward from above: 4 compounds, followed by the next part.
SMILES	ATXN2 expr inh	SW480 rereplic	HT1080 IDH1KD tx	MCF10A rereplic	KB-3-1 tox	HT1080NT lethal	IL1B secr inh	HepG2 viability	ATXN viability
CC1(C)CC2CC(C)(CN2c2ncnc3ccccc23)C1 (stereo not given)	?	?	?	22%	-10%	?	-82*	-38%	?
CCOCC1(CCc2ccccc2)C(=O)NC(=S)NC1=O	-18%	-3%	-3%	2%	-5%	-1%	0	-3%	i
COc1cc(/C=C2\C[C@H]3[C@@H]4CC=C5C[C@@H](N6CCCC6)CC[C@]5(C)[C@H]4CC[C@]3(C)[C@H]2O)cc(OC)c1OC	-16%	20%	-22%	?	29%	-11%	-10	-35%	?
CC1CCC(NCCc2ccc3c(c2)OCO3)CC1 (stereo not given)	-22%	41%	-9%	?	-8%	4%	-5	8%	i
COC(=O)N1C(c2ccccc2)C1c1ccccc1 (stereo not given)	-7%[11.3 µM]	-7%	22%	0%	0%	12%	3	-16%	i
CCS(=O)(=O)N1CCC(C(=O)N2CCC3(CC2)OCCO3)CC1	0%	-3%	4%	0%	-1%	6%	-19	1%	i
N/C(=N/[N+](=O)[O-])N1CCN(C(=O)Oc2ccc([N+](=O)[O-])cc2)CC1	·	-7%	-9%	-1%	0%	0%	-13	-15%	i
Cc1cc(C)c(S(=O)(=O)NCC2CCC(C(=O)N3CCC4(CC3)OCCO4)CC2)c(C)c1 (stereo not given)	1%	-11%	12%	6%	-7%	8%	-1	-11%	i
C[C@@]12N[C@@H](Cc3ccccc31)c1ccccc12	1%&1%	-53%&-21%[inhibitor]	-15%&7%	?	0%&0%	?	-17&-15	0%&0%	i
C=CCN1C(=O)NC(=O)/C(=C/c2cnc(SC)nc2)C1=O	4%	0%	-3%	7%	-1%	-2%	57	34%	i
CCN(CC)Cc1c[nH]c2ccccc12	20%	5%	-20%	?	0%	-16%	-25	-28%	i
C=CCn1c(O)c(/C=C2/C=c3ccccc3=N2)c(=O)[nH]c1=S	4%	6%	-2%	-1%	9%	-4%	-1	-16%	i
C=C(C)[C@@H]1[C@H]2OC(=O)[C@H]1[C@]1(O)C[C@H]3O[C@]34C(=O)O[C@H]2[C@]14C	3%	0%	9%	?	0%	1%	0	-13%	i
COc1ccc(CN2Cc3cc(N4CCOCC4)ccc3-n3nncc3C2)cc1	-9%	·	1%	·	0%	-1%	-22	1%	?
CC1(C)N2CC3([N+](=O)[O-])CN1CC([N+](=O)[O-])(C2)C3	·	-7%	3%	1%	1%	6%	17	91%	i
Fc1cccc(-c2ccc3c(c2)CN(C(=S)NCCc2ccccc2)Cc2cnnn2-3)c1	-31%	·	-22%	·	-1%	?	-57*	-1%	i
CC(=O)N(C)CC#CCN1CCC(O)CC1	7%	-8%	·	-21%	-3%	·	·	0%	i
CC(=O)c1cn(Cc2ccc(F)cc2)c2ccccc12	-27%	2%	-16%	?	-29%	-5%	30	-25%	i
CCOc1ccc(NC(=O)c2ccc(NC(=O)COC(=O)Cc3ccccc3)cc2)cc1	4%[11.3 µM]	-1%	-2%	-15%	-12%	0%	-12	12%	i
CCOC(=O)Cn1c(=O)oc2cc(S(=O)(=O)Nc3c(C)cc(C)cc3C)ccc21	-23%	-12%	?	-9%	11%	?	-10	-40%	i
Cc1cc(C)cc(N2C(=O)NC(=O)/C(=C\c3cc(C)n(C)c3C)C2=O)c1	-17%[11.3 µM]	2%	22%	-2%	-11%	10%	-7	6%	·
C=CCN1C(=O)/C(=C/c2ccc(Br)s2)C(=O)NC1=S	·	-4%	2%	?	0%	-2%	-99*	-24%	i
N=C1c2ccccc2CN1NC(=O)c1ccc(F)cc1	-1%	-1%	1%	-4%	0%	0%	1	1%	i
COC(=O)[C@@H]1C[C@H]1[C@@H](NP(=O)(c1ccccc1)c1ccccc1)c1ccccc1	36%	9%	0%	13%	-3%	-8%	70	-62%	i
CC(C)(O)/C=C/C(=O)C(C)(O)C1C(O)CC2(C)C3CC=C4C(C=C(O)C(=O)C4(C)C)C3(C)C(=O)CC12C (stereo not given)	?	?	0.15µM*	2.9µM*	0.18µM*	0.65µM*	-103*	-57%	2.4µM*
COC(=O)C1=C(c2cccc(OCc3ccccc3)c2)C[C@@H]2CC[C@H]1N2C(=O)NCc1cccc(C(F)(F)F)c1	-16%	24%	-7%	?	?	-4%	?	15%	i
CCOc1ccc(CN(CCCl)CCCl)cc1C(=O)OC	?	4%	-1%	28%	-26%	0%	-22	-2%	i
Cc1c(N=Cc2c(O)n(Cc3ccc(F)cc3)c(=O)[nH]c2=O)c(=O)n(-c2ccccc2)n1C	·	1%	1%	-2%	15%	-2%	-5	8%	·
Cc1ccc(Cn2nc(C)c(NC(=O)c3cc(-c4ccc(F)cc4)on3)c2C)cc1	?	·	·	·	10%	·	·	-28%	?
COC(=O)C1=C(c2ccc(S(C)(=O)=O)cc2)C[C@@H]2CC[C@H]1N2C	11%	3%	-2%	37%	3%	0%	1	6%	i
Cc1nc2sccc2c(=O)n1-c1ccccc1Cl	-4%	2%	-1%	-3%	-1%	-6%	6	-21%	i
Cc1cc(N2CCNCC2)nc2ccccc12	?	8%	-1%	?	-6%	?	-63*	-17%	i

The list is partial; rates above refer to the full screens.
